# p53ts 32C kill: qHTS Screen for Compounds that Selectively Target Cancer Cells with p53 Mutations: Cytotoxicity of p53ts Cells at the Permissive Temperature. H1299-p53A138V at 32C, ATP luminescence viability, 24 h. Potency, µM (series often up to 46.1 µM), without a hit: at the top dose activity change, negative = cytotoxicity, usual class: cytotoxic. 0.93% of 130,000 active;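 also: 0% = DMSO and -100% = full killing by reference compound; nearly all actives have a fitted effect of over 55% in size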
#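 Viability by ATPlite luminescence after 24 h compound treatment (up to 46 uM) at the permissive 32C. Cells are H1299 carrying p53 A138V. Scale runs from DMSO basal to 100 uM tamoxifen as full kill; AC50 from Hill fits.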
# IkB sig inh: IkB Signaling; ABC-DLBCL IkBa-CBG/CBR dual luciferase ratio, 4 h; response scale: scaled: untreated 0%, proteasome inhibitor 100%; Potency, µM (titrated, usually from 57.1 µM), for inactives: at the highest dose IkBa stabilization activation; 0.04% of 110,000 active; AID 445, 2006; active = well fitted curve in the direction sought with a large enough effect in the signal ratio, not every such curve was filed as active; inconclusive = small, poorly fitted or top-dose-only effect, or a change in a side signal; the % refers to the signal ratio;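 also: the direction sought is a rising ratio; 0% = basal untreated cells and 100% = reference inhibitor full response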
#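 In this assay, an IκBα–CBG68 fusion accumulates when IKK-driven degradation is blocked; native CBR normalizes for cell number. OCI-Ly3 cells were treated 4 h with compound and doxycycline, then green and red light read after Chroma-Glo addition.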
# Imprint erasure: qHTS Assay for Compounds that Induce Erasure of Genomic Imprints; mouse ES Peg3-LacZ reporter, beta-gal luminescence, 40 h; Potency, µM (highest dose often 60.7 µM), for inactives: top-dose activity change, positive = activation, usual class: activators; 0.02% of 110,000 active;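 also: 0% = negative control wells on the plate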
#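 Imprint erasure is scored as LacZ activity from the silenced maternal Peg3 allele in feeder-free female ES cells cultured 40 h with LIF. Luminescence is normalized to in-plate negative controls and fitted to the Hill equation.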
# p53ts 39C kill: qHTS Screen for Compounds that Selectively Target Cancer Cells with p53 Mutations: Cytotoxicity of p53ts Cells at the Nonpermissive Temperature | Potency, µM (top dose mostly 46.1 µM), for inactives: at the highest dose activity change, negative = cell killing, usual class: cytotoxic | 1.5% of 130,000 active | H1299-p53A138V viability at 39C, ATP luminescence, 24 h; also: nearly all actives have a fitted effect of over 55% in size
# * marks the source's active call; other numbers are inactive results; ? = inconclusive; / = no result given; [ ] = dose if it differs, or a comment. Unless noted, calls follow the shape of the dose curve; as a rule, active = well fitted curve in the direction sought with a large enough effect; inconclusive = small, poorly fitted or top-dose-only effect, or another doubt; inactive = no such curve, though single readings can be large; an effect the other way counts as inactive or inconclusive. Unless noted, % is scaled to controls: 0 for no effect and ±100 for the full control effect; potency is read from the fitted curve at half-maximal effect. Rows were taken by chance. About 1.7% of those tested had a hit in this group.
SMILES,p53ts 32C kill,IkB sig inh,Imprint erasure,p53ts 39C kill
Oc1cccc(-c2nc(-c3cccs3)c(-c3cccs3)[nH]2)c1,-11%,?,-8%[10.9 µM],-25%
O=C(Nc1cccnc1)c1cc(-c2ccc(Cl)cc2)on1,-6%,61%,5%[10.9 µM],-1%
COc1ccc(Cl)c(S(=O)(=O)N2CCCC2)c1,9%,0.4%,-7%,0%
COc1ccc(C(=O)N2CCC3(CC2)CN(c2cccc(-c4ccccc4)c2)C3)cc1,19%,8.4%[11.4 µM],/,3%
COc1ccc(C(=O)Nc2cc3c(cc2C#N)OCO3)cc1S(=O)(=O)N1CCN(C)CC1,2%,-4.5%,-6%,12%
Cc1ccc(Cl)cc1N1CCN(C(=O)COc2cc(=O)n(C)c3ccccc23)CC1,-4%,?,-5%[10.9 µM],-23%
CC1=CC(C)(C)C(C(=O)O)C(C(=O)O)C1 (stereo unspecified),10%,0.2%,-10%,4%
COc1cccc(CN(Cc2cccnc2)S(=O)(=O)c2ccc(-n3cnnn3)c(C)c2)c1OC,-1%,1.7%,-16%,-2%
Cc1cc(C(=O)NCCCn2ccnc2)sc1-c1ccccc1,-1%,-1.1%,-29%,1%
CCOC(=O)c1cnc2ccc(Cl)cc2c1Nc1ccc(N2CCOCC2)cc1,-27%,?,-16%[10.9 µM],-19%
CCOC(=O)CCC(NC(=O)c1ccc(NCN2C(=O)CCC2=O)cc1)C(=O)OCC (stereo unspecified),-5%,0.7%,10%,-5%
Cc1ccccc1OCC(=O)NCCC(=O)O,-6%,2.1%,-4%,2%
CN1C(=O)c2ccccc2Sc2ccc(NC(=O)N3CCN(c4ccccc4F)CC3)cc21,16%,0.4%,-4%[10.9 µM],39%[activator]
CC(C#N)Sc1ncnc2sc3c(c12)CCC3 (stereo unspecified),18%,1.0%,-7%,-1%
CN1CCCC1CCO[C@@](C)(c1ccccc1)c1ccc(Cl)cc1 (stereo partly specified),-11%,/,-13%,-26%
Cc1ccc2cc(C(c3nnnn3C3CCCC3)N(Cc3ccccc3)Cc3ccco3)c(=O)[nH]c2c1 (stereo unspecified),15%,3.1%,-9%,9%
O=C(O)CSc1nc(-c2ccccc2)nc2c1oc1ccccc12,0%,0.0%,4%,1%
CCOC(=O)c1cnc2c(ccc3ccccc32)c1Nc1ccc(OCC)cc1,8%,2.7%,-10%[10.9 µM],4%
O=C(CCCNC(=O)/C(=C/c1ccccc1F)NC(=O)c1ccccc1)OCc1ccccc1,16%,/,/,-8%
CC(=O)c1ccc(NC(=O)CSc2nnc(NC(=O)NC3CCCCC3)s2)cc1,7.1µM*,?,-18%[10.9 µM],7.9µM*
COc1ccc(CCn2c(=S)[nH]c3cc(C(=O)NCc4ccco4)ccc3c2=O)cc1OC,?,-2.8%,-11%,-24%
COc1cc(OC)c(C(=O)Oc2ccc3c(c2)OCO3)cc1OC,-4%,0.7%,-3%,-10%
CN1C(=O)Cc2cc(S(=O)(=O)CCC(=O)Nc3ccc(OC(F)(F)F)cc3)ccc21,8%,1.0%,-10%[10.9 µM],-9%
O=C(COC(=O)c1cnccn1)Nc1ccc2c(c1)OCO2,-3%,-0.4%,-9%,3%
O=C(c1ccncc1)N1CCC[C@@]2(CCN(Cc3ccccc3)C2)C1,-16%,3.1%[11.4 µM],/,2%
# Continuation:
SMILES,p53ts 32C kill,IkB sig inh,Imprint erasure,p53ts 39C kill
Cc1c(Cl)ccc2sc(N3CCN(C(=O)C(C)C)CC3)nc12,22%,-0.3%,-9%[10.9 µM],-5%
Cc1nnc(SCC(=O)NCc2ccccc2Cl)c2nn(-c3ccccc3)c(C)c12,?,-2.8%,4%[10.9 µM],18%
Cc1ccc(NC(=O)CSc2ncn[nH]2)cc1C,11%,-1.4%,-11%[10.9 µM],-18%
O=C(Nc1cccnc1)C1CCCN1S(=O)(=O)c1ccc(Cl)c(Cl)c1 (stereo unspecified),2%,0.7%,-11%,13%
CCOC(=O)c1nnn(-c2nonc2-n2cccc2)c1CN1CCCCC1,10%,6.7%,-4%,-15%
CC1(C)CC(=O)C(=CN2CCN(C(=O)c3ccco3)CC2)C(=O)C1,-1%,2.2%,3%,-1%
O=C(O)CCC(=O)N1CCOc2ccc(Cl)cc21,8%,/,/,1%
CCCn1c(C)nc2c(NCCN(C)C)nc(C)nc21,9%,/,-9%,11%
O=C(c1cccs1)N1CCC(c2nc3ccccc3s2)CC1,-5%,?,-7%,-5%
CCn1c(=O)cc(SCC(=O)NCC2CCCO2)c2ccccc21 (stereo unspecified),0%,-0.1%,-22%,-3%
O=C(CCCc1nc(-c2ccccc2)no1)NCc1cccnc1,10%,-9.2%,-10%,-3%
Cc1cc(Cl)cc(C)c1OCC(=O)O,-2%,0.6%,-11%,3%
Cc1cc(C)n(CC(O)CN2C(=O)NC(C)(C)C2=O)n1 (stereo unspecified),-2%,-2.6%,-7%,15%
Cc1ccc(NC(=O)c2cc(-c3ccc(C)o3)nc3ccccc23)nc1,-27%,7.2%,-4%,-23%
CC(C)=CCC[C@](C)(O)C1CC=C(C)CC1 (stereo partly specified),-6%,/,-5%,2%
CCn1c(=O)cc(SCC(=O)NCc2ccccc2OC)c2ccccc21,10%,?,20%[10.9 µM],-11%
CCCCCn1c(N2CCN(Cc3ccccc3)CC2)nc2c1c(=O)[nH]c(=O)n2C,17%,1.9%,-6%,-19%
Clc1ccc(CN2C3=NCCN3c3ccccc32)cc1Cl,-16%,-0.6%,-7%,?
O=C1CCc2cc(S(=O)(=O)NCCC(=O)NC3CCN(Cc4ccccc4)CC3)ccc2N1,-4%,0.0%,4%,0%
Cn1c(=O)c2cc(S(=O)(=O)NCCC(=O)N3CC=C(c4ccccc4)CC3)ccc2n(C)c1=O,-12%,1.1%,-16%,-19%
CC(=O)N1SC(N)=NC1c1ccccc1 (stereo unspecified),4%,1.1%,-8%,10%
O=C(CSc1nnc(-c2ccccn2)n1Cc1ccco1)c1ccccc1,7%,-2.3%,-6%,1%
COc1ccccc1CCNC(=O)C1(c2cccs2)CCOCC1,-10%,-4.4%,-7%[10.9 µM],28%
COc1cc(OC)cc(OCC(O)Cn2cnc(-c3ccccc3)c2)c1 (stereo unspecified),4%,-0.6%,-8%,14%
CCCc1nnc2n1N=C(c1ccc(OC)c(OC)c1)CS2,4%,-2.9%,-18%,-20%

# Part of the list above in order of length of the SMILES, highest first:
SMILES,p53ts 32C kill,IkB sig inh,Imprint erasure,p53ts 39C kill
O=C(Nc1cccnc1)C1CCCN1S(=O)(=O)c1ccc(Cl)c(Cl)c1 (stereo unspecified),2%,0.7%,-11%,13%
O=C(CCCc1nc(-c2ccccc2)no1)NCc1cccnc1,10%,-9.2%,-10%,-3%
CC(C)=CCC[C@](C)(O)C1CC=C(C)CC1 (stereo partly specified),-6%,/,-5%,2%

# (more compounds)
SMILES,p53ts 32C kill,IkB sig inh,Imprint erasure,p53ts 39C kill
COc1ccc(CCNc2nc(N3CCCCC3)nc(N3CCCCC3)n2)cc1OC,3%,?,-16%,6%
CCOC(=O)C1CCN(C(=O)C2CCN(S(=O)(=O)c3c(C)noc3/C=C/c3ccc(C)cc3)CC2)CC1,3%,?,26%[10.9 µM],-11%
COc1ccc(-c2coc3c(OC)c(OC)cc(OC)c3c2=O)cc1,7%,/,-6%,-26%
CCOC(=O)C1CCN(C(=O)c2ccc(Br)o2)CC1,-2%,-1.7%,-6%,0%
CCc1ccc(CC)c(S(=O)(=O)Nc2ccc(C(=O)O)c(O)c2)c1,4%,3.7%,-10%,14%
Cc1nc2ccccc2nc1OCC(=O)NCc1ccc2c(c1)OCO2,0%,0.5%,6%,-12%
Cc1cc(C(F)(F)F)n2nc(-c3ccc(Br)cc3)cc2n1,3%,-1.9%,-7%[10.9 µM],-6%
CCN(CC)CCN(C(=O)c1ccco1)c1nc2ccc(F)cc2s1,-8%,-2.5%,-13%[10.9 µM],-30%
CCOC(=O)NNC(=O)C1CCC(C)CC1 (stereo unspecified),-5%,-1.1%,-7%[10.9 µM],-21%
COC(=O)CC[C@@H](C)[C@H]1CC[C@H]2[C@@H]3CC[C@@H]4C[C@H](O)CC[C@]4(C)[C@H]3C[C@H](O)[C@]12C,8%,/,0%,2%
OC(CN=c1sc2ccccc2n1CC(O)COc1ccccc1)COc1ccccc1 (stereo unspecified),?,/,/,?
Cc1ccccc1N1CC(O)(c2ccccc2)[N+]2=C1SCC2 (stereo unspecified),32%[activator],/,/,15%
CCc1[nH]nc2c1C(c1ccsc1)C(C#N)=C(N)O2 (stereo unspecified),-8%,/,/,2%
O=Cc1cccc(Br)c1,7%[1.84 µM],2.6%,-1%,1%
CCCCSc1nc2c(c(=O)[nH]c(=O)n2C)n1CCc1ccccc1,-4%,4.5%,5%,?
COc1cccc(-n2nnc3c(=O)n(C/C=C/c4ccccc4)cnc32)c1,9%,4.4%,-25%,-10%
O=C(CSc1nnc(COc2ccc(Cl)cc2)n1Cc1ccco1)c1ccccc1F,-10%,0.9%,-10%,-5%
COc1ccc(-n2ncc(C(=O)N3CCc4ccccc4C3)c2C2CCN(C(=O)OC(C)(C)C)CC2)cc1,3%,2.1%,-2%[10.9 µM],17%
CCn1nnc(NC(=O)COc2cc(C)ccc2C(C)C)n1,6%,2.7%,-2%,8%
COc1ccccc1N(CC(=O)NCCSCc1cccc(Cl)c1)S(C)(=O)=O,-3%,?,-14%[10.9 µM],-6%
CC(=O)Nc1ccc(NC(=O)c2csnn2)cc1,-7%,0.4%,-7%[10.9 µM],20%
COc1ccc(-n2c(=O)c(C)nc3cncnc32)cc1,8%,-2.5%[11.4 µM],/,6%
N#CCCn1c(=O)cnc2cnc(Oc3ccccc3)nc21,5%,2.0%[11.4 µM],-9%,-10%
Cc1ccc(-c2onc(C)c2C)cc1S(=O)(=O)NC1CCC(C)CC1 (stereo unspecified),50%[activator],?,-8%[10.9 µM],1%
O=C(CCCCn1c(=O)c2ccccc2n(Cc2cccc(Cl)c2)c1=O)NCc1ccc2c(c1)OCO2,-9%,4.4%,-10%[10.9 µM],-12%

# Exported with values under each structure: part of the list above
# Each structure is followed by: p53ts 32C kill | IkB sig inh | Imprint erasure | p53ts 39C kill
COc1cccc(-n2nnc3c(=O)n(C/C=C/c4ccccc4)cnc32)c1
 : 9% | 4.4% | -25% | -10%
O=C(CSc1nnc(COc2ccc(Cl)cc2)n1Cc1ccco1)c1ccccc1F
 : -10% | 0.9% | -10% | -5%

# Continued:
SMILES,p53ts 32C kill,IkB sig inh,Imprint erasure,p53ts 39C kill
CC(C)c1ccc2oc(-c3cc(N)ccc3O)nc2c1,13µM*,?,-70%[inhibitor],16µM*
Cc1cccc(CNC(=O)C2CCCN(S(=O)(=O)c3cn(C)cn3)C2)c1 (stereo unspecified),3%,-0.8%,-12%[10.9 µM],-3%
O=C(CSc1nnc2ccccn12)Nc1ccccc1C(=O)NC1CC1,-6%,0.2%,0%,9%
COc1ccc(-c2nc3scc(CCNS(=O)(=O)c4cccs4)n3n2)cc1,-2%,?,8%[10.9 µM],-11%
CCn1c(=O)cc(OCC(=O)N2CCN(C(=O)c3ccco3)CC2)c2ccccc21,-5%,4.9%,-17%,-10%
CO[C@H]1COC(=O)[C@H](C)COC(=O)[C@@H](OCc2ccccc2)/C=C\[C@@H]1C,2%[9.22 µM],/,/,3%[9.22 µM]
C=CCn1c(CCC(=O)O)ccc1-c1ccccc1,3%,6.9%,-11%,4%
CN(C)S(=O)(=O)c1ccc2nc(NC(=O)c3cccnc3)sc2c1,16µM*,-1.3%,-55%[inhibitor],?
COc1ccc(-c2ccc(N)[n+](CCCC(=O)O)n2)cc1,-1%[20.6 µM],0.8%[25.6 µM],-7%,12%[20.6 µM]

# Complete entries, looked up by structure. Order of screens: p53ts 32C kill | IkB sig inh | Imprint erasure | p53ts 39C kill
# Entry for CCn1c(=O)cc(OCC(=O)N2CCN(C(=O)c3ccco3)CC2)c2ccccc21 → -5% | 4.9% | -17% | -10%
# Entry for CN(C)S(=O)(=O)c1ccc2nc(NC(=O)c3cccnc3)sc2c1 → 16µM* | -1.3% | -55%[inhibitor] | ?
# Entry for COc1ccc(-c2ccc(N)[n+](CCCC(=O)O)n2)cc1 → -1%[20.6 µM] | 0.8%[25.6 µM] | -7% | 12%[20.6 µM]
# Entry for C=CCn1c(CCC(=O)O)ccc1-c1ccccc1 → 3% | 6.9% | -11% | 4%

# Screens: PubChem, National Center for Advancing Translational Sciences (NCATS)
